Screening data deposited in PubChem by National Center for Advancing Translational Sciences (NCATS).
Sm TGR inh: inhibitors of Schistosoma mansoni thioredoxin glutathione reductase. actives 3% (n = 360,000). purified TGR, DTNB reduction, TNB absorbance 405 nm. Q962Y6. Potency, µM (titrated, usually from 114 µM), for inactives: top-dose activity change, negative = inhibition, usual class: inhibitors; further: nearly all actives have a fitted effect of over 60% in size
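First, TGR (20 nM dispensed) and NADPH were mixed with compound. Second, a 15 min room-temperature incubation followed. Third, further NADPH and then DTNB were added to start the reaction. Finally, TNB absorbance was monitored kinetically.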
Pf growth 96h: P. falciparum growth inhibition at 96 hour, primary screen for plastid delayed-death inhibitors. P. falciparum luciferase reporter growth, 96 h. Potency, µM (titrated, usually from 28.7 µM), for the others: at the highest dose activity change, negative = inhibition, most hits filed as inhibitors. actives 6.9% (n = 320,000). AID 504834
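Delayed-death screen, second-generation endpoint: infected erythrocytes, 2% hematocrit, 0.05% parasitemia final; 96 hours at 37 C, 5% CO2; luciferase detection reagent; luminescence decrease equals reduced growth.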
Pf growth 48h: P. falciparum growth inhibition at 48 hours (one generation) | P. falciparum luciferase growth in erythrocytes, 48 h | actives 5.9% (n = 310,000) | AID 504832 | Potency, µM (top dose mostly 28.7 µM), for inactives: top-dose activity change, negative = inhibition, hits mostly inhibitors
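Luciferase-expressing parasites in RBCs, 2% Hct / 0.1% parasitemia final; RPMI 1640 + 0.5% Albumax; 37 C, 5% CO2, one generation; luminescence read-out, lower signal = inhibition.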
HCV inh: blocks hepatitis C virus; Huh7.5.1 HCVcc-Cre infection, luciferase reporter, 44 h; Potency, µM (doses to about 41.8 µM), without a hit: top-dose activity change, negative = inhibition, most hits filed as inhibitors; actives 3.4% (n = 340,000)
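Cells (1,000/well) were plated 4 h before compound, then infected with HCVcc-Cre virus (~0.5 moi). After 44 h further culture, infection was read as luciferase luminescence following a 15 min substrate incubation at room temperature.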
LmPK inh: inhibitors of Leishmania mexicana pyruvate kinase | Q27686 | purified LmPK, Kinase-Glo ATP luminescence, 1 h | Potency, µM (series often up to 57.5 µM), without a hit: at the top dose activity change, negative = inhibition, usual class: inhibitors | actives 0.37% (n = 290,000) | AID 1721
Target sequence (Q27686 whole entry, looked up): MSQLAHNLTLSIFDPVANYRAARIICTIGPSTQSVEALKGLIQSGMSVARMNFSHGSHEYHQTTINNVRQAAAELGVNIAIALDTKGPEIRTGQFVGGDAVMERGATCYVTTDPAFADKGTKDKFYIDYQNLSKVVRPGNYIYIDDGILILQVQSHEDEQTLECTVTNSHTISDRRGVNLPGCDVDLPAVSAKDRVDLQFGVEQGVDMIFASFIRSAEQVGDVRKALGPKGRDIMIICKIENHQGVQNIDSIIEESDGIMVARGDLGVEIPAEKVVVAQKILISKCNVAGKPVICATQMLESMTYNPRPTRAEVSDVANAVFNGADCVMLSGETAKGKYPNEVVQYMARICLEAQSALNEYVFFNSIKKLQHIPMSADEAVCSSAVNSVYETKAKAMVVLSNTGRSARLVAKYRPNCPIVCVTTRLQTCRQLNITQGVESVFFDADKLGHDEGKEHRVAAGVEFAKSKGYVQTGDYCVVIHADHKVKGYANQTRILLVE
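0.1 nM LmPK, 0.5 mM PEP, 0.1 mM ADP; 50 mM imidazole pH 7.2, 7 mM MgCl2, 50 mM KCl; 1 h RT. Kinase-Glo luminescence readout, normalized to no-enzyme (full inhibition) and uninhibited wells.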
TbPYK inhibitor: inhibitors of Trypanosoma brucei pyruvate kinase; Q57TT1; TbPYK enzyme, Kinase-Glo Plus ATP luminescence, 45 min; Potency, µM (highest dose often 76.8 µM), inactives show top-dose activity, negative = inhibition, usual class: inhibitors; actives 0.12% (n = 410,000); further: nearly all actives have a fitted effect of over 50% in size
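Activity of T. brucei pyruvate kinase was followed by Kinase-Glo Plus luminescence after the enzyme reacted 45 min at room temperature with 130 uM ADP (final) and substrate. Test compounds were added before ADP at multiple concentrations.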
Numbers without * were called inactive; ? = inconclusive; · = no result given; & = joins results of further samples; [ ] = dose if it differs, or a comment. The call rests on the fitted dose curve; in most records, active means well fitted curve in the direction sought with a large enough effect; inconclusive means small, poorly fitted or top-dose-only effect, or another doubt; inactive means no such curve, though single readings can be large; an effect the other way counts as inactive or inconclusive. On the % scale 0 is the no-effect control and ±100 the full control effect; potency means the concentration at half of the fitted maximal effect. Hits appear at their usual frequency, and some 16% of all compounds hit somewhere here.

Start of the listing, in advance, 5 compounds:
1	OCC[C@H]1C[C@@H](O)[C@H](O)[C@]2(CCCc3ccccc3O2)O1
2	COc1ccc(N2CCN(C(=O)CSc3nc(C)cs3)CC2)cc1
3	CN(C)CCOc1ccc(C(C)(C)c2ccccc2)cc1
4	Oc1ccccc1-c1cc(C(F)(F)F)[nH]n1
5	COc1nc(N)c(S(=O)(=O)c2ccccc2)cc1C#N

assay / compound	1	2	3	4	5
Sm TGR inh	?	-3%	5%	-10%	-20%
Pf growth 96h	51%[activator]	14%	-7%	9.3µM*	?
Pf growth 48h	-1%	-6%	15%	?	?
HCV inh	-7%	?	8%	·	15%
LmPK inh	·	·	-3%	4%	5%
TbPYK inhibitor	0%	-17%	28%	·	4%

The whole of this part (from the top)
1	OCC[C@H]1C[C@@H](O)[C@H](O)[C@]2(CCCc3ccccc3O2)O1
2	COc1ccc(N2CCN(C(=O)CSc3nc(C)cs3)CC2)cc1
3	CN(C)CCOc1ccc(C(C)(C)c2ccccc2)cc1
4	Oc1ccccc1-c1cc(C(F)(F)F)[nH]n1
5	COc1nc(N)c(S(=O)(=O)c2ccccc2)cc1C#N
6	Cc1nnc(SCCOc2ccccc2)s1
7	CCc1cc(=O)oc2cc(OC(C)C(=O)NCC3CCC(C(=O)O)CC3)c(Cl)cc12 (centres undefined)
8	CN(C(=O)CSc1ncnc2sc(-c3ccccc3)cc12)C1CCS(=O)(=O)C1 (centres undefined)
9	Cc1cc(C)cc(NC(=O)CCc2c(C)nn(-c3ccc(N4CCOCC4)nn3)c2C)c1
10	Cc1ccccc1CSc1ccc2nnc(-c3ccccn3)n2n1

assay / compound	1	2	3	4	5	6	7	8	9	10
Sm TGR inh	?	-3%	5%	-10%	-20%	-11%	5%	-24%	-7%	-2%
Pf growth 96h	51%[activator]	14%	-7%	9.3µM*	?	5%	?	11%	?	?
Pf growth 48h	-1%	-6%	15%	?	?	25%	24%	10%	-2%	?
HCV inh	-7%	?	8%	·	15%	-8%	22%	?	-9%	12%
LmPK inh	·	·	-3%	4%	5%	1%	-4%	0%	-4%	2%
TbPYK inhibitor	0%	-17%	28%	·	4%	-1%	-9%	-8%	3%	-6%

11	CCC(=O)Nc1nc(C)c(-c2csc(Nc3cccc(O)c3)n2)s1
12	Cc1ccc2cc(C#N)c(NCCCNC(=O)C3CCCO3)nc2c1 (centres undefined)
13	CC(=O)Nc1cccc(NC(=O)CCNC(=O)c2ccc(Cl)cc2)c1
14	CCCCOC(=O)Nc1ccc(S(=O)(=O)Nn2cnnc2)cc1
15	COc1ccc(C2Nc3ccccc3C(=O)N2Cc2ccccc2)cc1CN1CCOCC1 (centres undefined)
16	O=C(NCCc1ccccn1)C1CC(=O)N(Cc2ccccc2Cl)C1 (centres undefined)
17	CC1(C(=O)N/N=C/c2cc3c(cc2Br)OCO3)CC1(Br)Br (centres undefined)
18	CCS(=O)(=O)c1ccc2oc(Nc3cc(Cl)ccc3OC)nc2c1
19	Cc1cc(NC(=O)COc2ccc([N+](=O)[O-])cc2)no1
20	O=C(OC(C(=O)NCc1cccs1)c1ccccc1Cl)c1ccco1 (centres undefined)

assay / compound	11	12	13	14	15	16	17	18	19	20
Sm TGR inh	-18%	?	6%	2%	11%	-32%	4%	3%	-10%	45µM*
Pf growth 96h	-19%	?	-23%	51%[activator]	13µM*	7%	?	-7%	-29%	-64%
Pf growth 48h	·	?	?	10%	8.3µM*	·	?	-14%	-10%	28%
HCV inh	7.1µM*	-23%	6%	6%	-5%	-3%	?	?	6%	14%
LmPK inh	1%	0%	-3%	-7%	-1%	1%	0%	-3%	·	9%
TbPYK inhibitor	-2%	-1%	2%	4%	0%	-9%	-8%	3%	0%	-21%

21	C/C(Cc1ccccc1)=N\NC(=O)CNC(=O)c1ccc(Cl)cc1
22	COc1ccc(C2Nc3ccccc3C(=O)N2c2ccc(Cl)cc2)cc1Cn1cc([N+](=O)[O-])cn1 (centres undefined)
23	O=C(CN1C(=O)c2ccccc2S1(=O)=O)NCCSCc1c(F)cccc1Cl
24	Cc1cc(C)c2nc(SC(C)C#N)cc(C)c2c1 (centres undefined)
25	CN(C)CCNC(=O)Cn1nc(C(F)F)cc1C1CC1
26	O=C(Nc1ccccc1C(=O)Nc1ccc(Cl)cc1)c1cccnc1
27	CC1(C)CC(NC(=O)c2ccccc2C(=O)NC2CC(C)(C)NC(C)(C)C2)CC(C)(C)N1
28	COc1ccccc1NC(=S)NC(=O)/C=C/c1cccs1
29	O=C(Oc1ccccc1Cl)c1ccccc1P(=O)(O)O
30	Cc1cc(=O)oc2cc(OC(C)C(=O)Nc3nccs3)ccc12 (centres undefined)

assay / compound	21	22	23	24	25	26	27	28	29	30
Sm TGR inh	6%	3%	4%	-9%	-4%	-23%	0%	?	-26%	-10%
Pf growth 96h	5%	?	29%	16%	·	-1%	-11%	?	26%	13%
Pf growth 48h	34%[activator]	5%	11%	·	21%	-6%	20%	-17%	·	26%
HCV inh	11%	-28%	15%	10µM*	7%	-8%	6%	?	16%	?
LmPK inh	-1%	1%	-3%	3%	0%	-2%	2%	5%[11.5 µM]	-1%	3%
TbPYK inhibitor	8%	1%	5%	5%	0%	6%	-12%	-8%	1%	2%

31	COc1ccccc1NC(=S)NNC(=O)c1ccccc1Br
32	CSc1cccc(CNC(=O)CC2C(=O)NCCN2CC(C)(C)C)c1 (centres undefined)
33	CCN(CC)N=O
34	CS(=O)(=O)Nc1ccc(C(=O)N2CCc3ccccc3C2)cc1
35	COC(=O)n1c(=O)oc2cc(S(=O)(=O)N3CCOCC3)ccc21
36	Cc1ccccc1NC(=O)COC(=O)COc1ccc2c(c1)CCC2
37	O=C(NNC(=O)C1CCCN(c2ncccn2)C1)c1ccc(F)cc1 (centres undefined)
38	CC(=O)c1ccc(OCC(O)CN2CCc3ccccc3C2)cc1 (centres undefined)
39	O=C(CNS(=O)(=O)c1ccccc1)NCC(=O)OCc1ccccc1F
40	O=C(Nc1cc(SCC(O)CO)cc([N+](=O)[O-])c1)c1ccc(-n2cnnn2)cc1 (centres undefined)

assay / compound	31	32	33	34	35	36	37	38	39	40
Sm TGR inh	-18%	40µM*	-19%	-2%	12%	-1%	3%	-5%	8%	·
Pf growth 96h	45%[activator]	6%	33%[activator]	22%[5.75 µM]	-14%	27%	-8%	?	-33%	22%
Pf growth 48h	114%[activator]	9%	14%	26%	5%	6%	0%	·	0%	-9%
HCV inh	11%	3%	0%	11%	6%	7%	2%	-1%	4%	-20%
LmPK inh	-4%	1%	·	2%	-2%	·	-1%	-8%	-1%	1%
TbPYK inhibitor	-21%	-3%	0%	1%	-2%	-9%	8%	0%	-3%	2%

41	CN(c1ccccc1)P(=O)(N(C)c1ccccc1)N(C)c1ccccc1
42	Cn1c(SCC(=O)N=Nc2c(O)[nH]c3ccccc23)nc2ccccc21
43	COc1ccc(/C=C/C(=O)NCC(=O)N/N=C(/C)c2ccco2)cc1
44	CC(C)CN(C(=O)c1ccc(-n2cncn2)c([N+](=O)[O-])c1)C1CCS(=O)(=O)C1 (centres undefined)
45	COCCCNC(=O)COc1ccc(Br)cc1Cl
46	CCOC(=O)C1=C(C)N(C)C(=O)NC1c1c(C)nn(-c2ccc(C)cc2)c1Cl (centres undefined)
47	S=C1NCCOCCOCCOCCN1
48	Fc1ccc(C(c2nnnn2Cc2ccccc2)N2CCSCC2)cc1 (centres undefined)
49	COc1ccc(-c2ccc(SCC(=O)NC3CCCCC3)nn2)cc1
50	O=C(O)CCCCC1CCSS1 (centres undefined)

assay / compound	41	42	43	44	45	46	47	48	49	50
Sm TGR inh	-1%	-12%	-15%	-2%	-6%	-24%	-22%	10%	4%	7%
Pf growth 96h	?	40%[activator]	-8%	13%	?	?	54%[activator]	·	3%	12%&8%
Pf growth 48h	?	8%	10%	-1%	41%[activator]	·	41%[activator]	?	94%[activator]	0%&-8%
HCV inh	-13%	-27%	-8%	-19%	-2%	?	-6%	12%	4%	29%
LmPK inh	-16%	-4%	2%	·	-1%	2%	0%	10%	-4%	-1%
TbPYK inhibitor	0%	·	-3%	-4%	6%	5%	1%	-3%	-7%	-1%&3%

Four neighbouring records out of the list so far, for reference:
41	CN(c1ccccc1)P(=O)(N(C)c1ccccc1)N(C)c1ccccc1
42	Cn1c(SCC(=O)N=Nc2c(O)[nH]c3ccccc23)nc2ccccc21
43	COc1ccc(/C=C/C(=O)NCC(=O)N/N=C(/C)c2ccco2)cc1
44	CC(C)CN(C(=O)c1ccc(-n2cncn2)c([N+](=O)[O-])c1)C1CCS(=O)(=O)C1 (centres undefined)

assay / compound	41	42	43	44
Sm TGR inh	-1%	-12%	-15%	-2%
Pf growth 96h	?	40%[activator]	-8%	13%
Pf growth 48h	?	8%	10%	-1%
HCV inh	-13%	-27%	-8%	-19%
LmPK inh	-16%	-4%	2%	·
TbPYK inhibitor	0%	·	-3%	-4%

Next part.
51	Cc1ccc(-c2noc(CCC(=O)NCCN3CCc4ccccc4C3)n2)cc1
52	C/C(=N/NS(=O)(=O)c1ccccc1)c1ccc(NC(=O)C(F)(F)F)cc1
53	NC(=O)C1CCN(CC(=O)Nc2cccc(C(=O)Nc3cccc(C(F)(F)F)c3)c2)CC1
54	Cc1ccccc1NC(=O)CN(C)S(=O)(=O)c1ccc2c(c1)n(C)c(=O)c(=O)n2C
55	CCc1cc(=O)oc2cc(OC(C)=O)cc(OC(C)=O)c12
56	CCOc1ccc(NC(=O)CSc2nnc(Cn3cnc([N+](=O)[O-])n3)n2C)cc1

assay / compound	51	52	53	54	55	56
Sm TGR inh	-5%	-11%	-3%	-11%	0%	5%
Pf growth 96h	?	30%[activator]	?	10µM*	?	0%
Pf growth 48h	?	-4%	1.2µM*	?	30%[activator]	10%
HCV inh	-19%	9%	-8%	18%	-20%	2%
LmPK inh	6%	-4%	-4%	11%	-4%	-1%
TbPYK inhibitor	1%	5%	2%	-1%	-8%	-1%
